# ERK EGF inh: qHTS Assay for Inhibitors of the ERK Signaling Pathway using a Homogeneous Screening Assay; Stimulation with EGF; Potency, µM (doses to about 11.5 µM), for inactives: at the top dose activity change, negative = inhibition, actives largely listed as inhibitors; 0.41% of 130,000 active; HEK293-V1b, EGF-stimulated phospho-ERK AlphaScreen; active = well fitted inhibition curve with a large enough effect; inconclusive = small, poorly fitted or top-dose-only effect, or effect the other way;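 also: plate controls were stimulated vehicle wells for no effect and unstimulated vehicle basal for full effect; nearly all actives have a fitted effect of over 55% in size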
#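 Cell line HEK293 (stable V1b), low serum overnight. Pretreatment: compound 30 min, 37C. EGF 25 nM, 5 min. Detection: SureFire AlphaScreen, 5 h RT. AC50 via standard Hill equation.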
# * = called active by the depositor; ? = inconclusive; & = joins results of further samples; [ ] = dose if it differs, or a comment. Potency is read from the fitted curve at half-maximal effect.
ERK EGF inh | Compound
-12.4%[57.5 µM] | COc1c(OC)c(O)c2c(=O)c(O)c(-c3ccccc3)oc2c1OC
-1.2%[57.5 µM] | COc1cc(SC)ccc1C(=O)N(Cc1ccccc1)c1ccccn1
6.3% | Cn1nnnc1SCC(=O)N1CCN(S(=O)(=O)c2ccccc2)CC1
? | Nc1nc(CN2CCN(c3ccccc3)CC2)nc(Nc2ccc(Cl)cc2)n1
? | CC(=O)c1c(C)[nH]c(C(=O)CN2C(=O)NC(C)(CCC(C)C)C2=O)c1C (stereo not drawn)
0.6% | CCc1ccc(NC(=S)N2CCNC(=O)C2CC(=O)OC)cc1 (stereo not drawn)
1.5% | CCCOc1ccc(-c2c(C(=O)N/N=C/c3ccc(OC)cc3)nnn2-c2nonc2N)cc1
-1.8% | CCCC(=O)NC(c1cccs1)c1cc([N+](=O)[O-])c2cccnc2c1O (stereo not drawn)
-6.2% | O=C(N=Nc1c(O)[nH]c2ccccc12)c1ccc2c(c1)OCO2
0.8% | COc1ccc(Cl)cc1NC(=O)CN1C(=O)CC(C)S(=O)(=O)c2ccccc21 (stereo not drawn)
1.5% | COCC(O)CNc1ccccc1 (stereo not drawn)
-5.2%[57.5 µM] | Cn1cc(S(=O)(=O)N2CCC(C(N)=O)CC2)c(=O)n(C)c1=O
8.6%[57.5 µM] | COC(=O)/C=C1\N/C(=N\c2nc(C)cc(C)n2)N(c2ccc(Cl)cc2)C1=O
-9.6%[57.5 µM] | O=C(CN1C(=O)S/C(=C\c2ccc(O)cc2)C1=O)c1ccccc1
8.4% | CCOCCCNC(=O)/C(C#N)=C/c1ccccc1F
-7.5% | COC(=O)c1ccc(-c2csc(NC(=O)c3ccc(S(=O)(=O)N4CCc5ccccc5C4)cc3)n2)cc1
2.8% | Cc1ccc(C(=O)N/N=C2\CCCc3ccccc32)c(C)c1
-4.1%[57.5 µM] | O=C(/C=C/c1ccccc1)c1ccccc1
-1.8%[57.5 µM] | c1ccc(-c2noc(-c3ccno3)n2)nc1
-8.0% | COC(=O)[C@H]1Cc2cnoc2C[C@]1(C)C(=O)O
1.8% | N=C1C(c2nc3ccccc3[nH]2)=C(O)CN1NC(=O)COc1cccc(F)c1
2.1% | C=CCn1c(-c2ccccc2OCC)n[nH]c1=S
-4.1%[57.5 µM] | CSc1ccc(NC(=O)Nc2cc(C)ccn2)cc1
3.6%[57.5 µM] | CN(C)CCCNc1nc(N)c([N+](=O)[O-])c(NCCO)n1
1.6% | O=C1CCCC2=C1C(c1cccc(O)c1)C1=C(N2)c2ccccc2C1=O (stereo not drawn)

# Of the compounds above, these have an aryl methoxy group:
ERK EGF inh | Compound
-12.4%[57.5 µM] | COc1c(OC)c(O)c2c(=O)c(O)c(-c3ccccc3)oc2c1OC
-1.2%[57.5 µM] | COc1cc(SC)ccc1C(=O)N(Cc1ccccc1)c1ccccn1
1.5% | CCCOc1ccc(-c2c(C(=O)N/N=C/c3ccc(OC)cc3)nnn2-c2nonc2N)cc1
0.8% | COc1ccc(Cl)cc1NC(=O)CN1C(=O)CC(C)S(=O)(=O)c2ccccc21 (stereo not drawn)

# Next part.
ERK EGF inh | Compound
-0.4% | CN1CCN(CCCc2c3c(cc4c2CCC4)CCC3)CC1
-8.2%[57.5 µM] | CN(C)C(=O)CNc1n[nH]c(=S)[nH]c1=O
9.0% | O=C(Cc1cc(=O)[nH]c(=O)[nH]1)NCc1ccc(Cl)cc1
6.2% | CN(C(=O)c1ccc(COc2ccccc2Br)o1)c1ccccc1
-3.5%[57.5 µM] | O=C(NCc1ccncc1)C(=O)Nc1nccs1
-9.3% | NC(=O)C1CCN(CC(=O)Nc2ccccc2Sc2ccccc2)CC1
5.7% | COc1ccc(S(=O)(=O)N2CCCC(C(=O)NCCC(C)C)C2)cc1 (stereo not drawn)
? | C=CCn1c(-c2cc(-c3ccc(C)cc3)nc3ccccc23)n[nH]c1=S
5.3% | Cc1ccc(-n2nnnc2SCC(=O)NC2CCCc3ccccc32)cc1 (stereo not drawn)
-2.1% | O=C(O)c1ccc(/C=N/Nc2ccc(C(F)(F)F)cn2)cc1
-4.5% | CN(Cc1cn(C)nc1-c1ccccc1F)Cc1nccn1C
? | COc1ccc(CNC(=S)NC(C)CCc2ccccc2)cc1 (stereo not drawn)
4.0% | CC1=NN(c2ccccc2)C(=O)C1C(=O)c1ccc([N+](=O)[O-])cc1 (stereo not drawn)
? | COc1ccc(N=C2S/C(=C\c3ccc(OC(C)C(=O)O)c(OC)c3)C(=O)N2CCc2c[nH]c3ccccc23)cc1 (stereo not drawn)
-2.8% | O=C(c1cc([N+](=O)[O-])ccc1N1CCOCC1)N1CCCCC1
0.6% | O=C(c1cccc(S(=O)(=O)Nc2ccccc2Cl)c1)N1CCN(C(=O)c2ccco2)CC1
3.2% | Cc1cc(=O)oc2cc(Nc3ccccc3)ccc12
3.8%[57.5 µM] | O=C1CCCC2=C1C(c1cccs1)n1nc(SCc3ccc(C(=O)O)cc3)nc1N2 (stereo not drawn)
8.9%[57.5 µM] | Cn1c(=O)c2c(O)c(C=NCc3ccccc3)c(=O)n(C)c2n(C)c1=O
-22.8%[57.5 µM] | O=C1CSC(=Nc2ccc(Cl)cc2)N1Cc1ccco1
-0.6%[57.5 µM] | CCCNC(=O)CCn1c(=S)oc2ccccc21
5.2% | Cc1ccccc1C(=O)NNC(=O)CCc1ccccc1
3.4% | N#C/C(=C\C=C\c1ccccc1)C(=O)NCc1cccnc1
2.5% | COc1ccc(-n2c3c(cc(C(=O)NCc4ccco4)c2=O)C(=O)CC(C)(C)C3)cc1
-12.6% | COc1ccc(C(=O)OCc2c(C)noc2C)cc1

# Remaining list, next part
ERK EGF inh | Compound
3.4%[57.5 µM] | CCc1c(O)nc(SCC(=O)Nc2nc3ccccc3s2)n(-c2ccc(C)cc2)c1=O
-14.2% | CCNC(=S)NNC(=O)c1cc(-c2cccc(OC)c2)nc2ccccc12
7.8% | Cc1ccc(C(=O)COC(=O)c2ccc(O)cc2)cc1
4.2% | Cc1cc(C)c(S(=O)(=O)N(C)c2ccccc2)c(C)c1
5.5% | CN(Cc1ccncc1)C1CC(=O)N(c2ccc(F)cc2)C1=O (stereo not drawn)
-2.6% | COC(=O)COc1ccc(S(=O)(=O)N2CCCCCC2)cc1
22.7% | O=C(NCCCN1CCOCC1)/C(=C/c1cccnc1)NC(=O)c1ccccc1
2.0%[57.5 µM] | CC(=O)[C@@]1(O)CC[C@H]2[C@@H]3CCC4=CC(=O)CC[C@]4(C)[C@H]3[C@@H](O)C[C@@]21C
-4.7% | Cc1nnc(SCC(=O)NNC(=O)c2ccco2)n1-c1cccc(Cl)c1
-5.2% | CCCS(=O)(=O)c1nc(S(=O)(=O)c2ccc(C)cc2)c(NCc2ccco2)s1
-6.5% | COc1ccc(S(=O)(=O)N2CCCCCC2)cc1N(C)S(=O)(=O)c1ccccc1
-12.4% | CC(NC(=S)Nc1ccc(S(=O)(=O)N2CCOCC2)cc1)C1CC2CCC1C2 (stereo not drawn)
5.1% | CCOC(=O)COc1cccc2c(=O)n(CC(=O)N3CCN(C(=O)OCC)CC3)ccc12
-4.8% | CC(=O)Nc1ccc(S(=O)(=O)NCCSCc2ccccc2Cl)cc1
-8.1%[57.5 µM] | Clc1ccc(-c2nnc(N3CCOCC3)o2)cc1
2.7% | COc1ccc(NC(=S)N(CCCN2CCOCC2)Cc2cn(C)c3ccccc23)cc1
-9.8%[57.5 µM] | C/C(=N\NC(=O)C12CCC(C)(C(=O)O1)C2(C)C)c1ccccc1O (stereo not drawn)
0.3% | COc1ccc(NCc2nnc(SCC(=O)Nc3ccc(OC)cc3)n2C)cc1
-5.5% | Cc1ccc(S(=O)(=O)N2CCN(C(=O)CCC(=O)NCCc3ccc(F)cc3)CC2)cc1
7.5% | O=C(CCc1nc2ccccc2s1)Nc1ccccc1
-1.4% | CC(=O)Oc1ccccc1N(C(C)=O)S(=O)(=O)c1ccc(C)cc1
1.1% | O=C(COc1cccnc1[N+](=O)[O-])Nc1ccccc1Sc1ccccc1
7.4% | Cc1cc(C)c2c(N)c(C(=O)Nc3ncc(C)s3)sc2n1
-4.8% | C/C(CC(=O)Nc1ccc2c(c1)OCCO2)=N\NC(=O)C(=O)Nc1ccccc1C
5.9%&0.7% | COc1ccc2c(c1)O[C@@H](c1ccc3c(c1)OCO3)[C@H](OC(=O)Nc1cc(OC)c(OC)c(OC)c1)C2=O

# Next section.
ERK EGF inh | Compound
-4.5% | CCc1ccc(Cc2cnc(NC(=O)C3=NCCN3)s2)cc1
0.0% | COc1ccc(/C=C2\SC(=N)N(c3nccs3)C2=O)cc1OC
0.7% | Cc1cc(NN)nc(NS(=O)(=O)c2ccccc2Cl)n1
4.7% | CCS(=O)(=O)C(=C1Nc2ccccc2N1)S(=O)(=O)CC
-0.5% | Cn1cnnc1Sc1ccc(C(F)(F)F)cc1[N+](=O)[O-]
-1.1% | COC(=O)c1ccc(/C=N/NC(=O)c2ccccc2Cl)cc1
-9.3% | CCOC(=O)c1sc2ncn(/N=C/c3ccc(O)cc3)c(=O)c2c1C
-6.3% | CN1C(=O)N(C)C2=NNC=NC2(O)C1=O (stereo not drawn)
-7.3% | CN(C)/N=N/c1nc[nH]c1C(N)=O
1.7% | CCOC(=O)N1CCN(C(=O)COc2ccc(Cl)c(C)c2)CC1
7.9% | Cc1sc2ncnc(NCc3cccnc3)c2c1C
9.9%[57.5 µM] | CC(OC(=O)c1ccc(NS(=O)(=O)c2ccc3[nH]c(=O)[nH]c3c2)cc1)C(=O)Nc1cccc(Cl)c1Cl (stereo not drawn)
3.4% | Cc1ccccc1Cn1nc(C)c(NC(=O)C(F)(F)F)c1C
? | COC(=O)[C@@H]1CC[C@H](C)[C@@H](c2ccc(C)cc2)N1C(=O)c1ccc(/C=N/OCC[C@@H]2C=C[C@H](OC(C)=O)[C@@H](COC(C)=O)O2)cc1
-3.5% | Cc1nn(CC(=O)N2CCCc3ccccc32)c(C)c1[N+](=O)[O-]
5.4% | CCOC(=O)c1ccc(/C=C2/C=C(c3ccccc3)N(c3ccc(Cl)c(C(=O)O)c3)C2=O)cc1
-11.6%[57.5 µM] | CC1=NN(C(C#N)c2ccc([N+](=O)[O-])cc2)C(C)(C)C1 (stereo not drawn)
10.3%[57.5 µM] | Cc1n[nH]c(=S)n1-c1ccccc1
19.1% | COc1ccccc1CNc1ncnc2ccc(-c3ccccc3CN(C)C)cc12
-2.3% | CCn1c(=O)c(C(=O)CN2c3ccccc3CC2C)c(N)n(Cc2ccccc2)c1=O (stereo not drawn)
-0.3%[57.5 µM] | Cc1ccc(-c2nnc(SCC(=O)N/N=C/c3ccccc3C(=O)O)n2-c2ccc(Cl)cc2)cc1
-0.1%[57.5 µM] | Cc1ccc(NC(=O)CCSCCc2ccccn2)cc1
2.4% | CCCCCCC(=O)N/N=C/c1ccc(Br)cc1
-8.9% | Cn1cnc2cc(NC(=O)c3cccs3)ccc21
2.9%[57.5 µM] | CN(C)Cc1nnnn1-c1cccc(-n2nnnc2CN(C)C)c1

# Reformatted as labelled records: three of the compounds above.
Structure: Cc1ccc(-n2nnnc2SCC(=O)NC2CCCc3ccccc32)cc1 (stereo not drawn)
  ERK EGF inh: 5.3%

Structure: O=C(O)c1ccc(/C=N/Nc2ccc(C(F)(F)F)cn2)cc1
  ERK EGF inh: -2.1%

Structure: CN(Cc1cn(C)nc1-c1ccccc1F)Cc1nccn1C
  ERK EGF inh: -4.5%

# Going on with the list:
ERK EGF inh | Compound
? | Clc1cccc(-c2cc3nc4c(c(N5CCNCC5)n3n2)CCCC4)c1
-16.9% | O=C(Nc1ccccc1N1CCN(c2ccccc2)CC1)c1ccccc1F
-2.4% | Cc1ccc(S(=O)(=O)Nc2ccc(Cl)cc2)cc1NC(=O)Cn1cnc2c1c(=O)n(C)c(=O)n2C
-1.6%[57.5 µM] | C#CCOCCOCCOCCNc1nc(N2CCN(C(=O)[C@H]([C@@H](C)CC)n3cc([C@@H](N)CO)nn3)CC2)nc(N2CCN(C(=O)[C@H](Cc3ccc(O)cc3)n3cc([C@@H](N)C(C)CC)nn3)CC2)n1 (stereo partly drawn)
8.1% | CCCCN(CC)CCCNC(=O)c1cc2c(=O)n(C)c3ccccc3c2n1C
-5.6%[57.5 µM] | CCc1ccc(NC(=O)Cn2c(=O)n(CCC(=O)NC3CCN(Cc4ccccc4)CC3)c(=O)c3ccccc32)cc1
? | CC1(c2ccccc2)CC(C)(C)N2C(=O)/C(=C3\SC(=S)NC3=O)c3cccc1c32 (stereo not drawn)
-9.2%&-6.8% | COc1ccccc1-n1c(-c2ccccc2)c[n+]2c1CCc1ccccc1-2
-9.7% | Cc1ccc(NC(=S)N(Cc2ccc(Br)cc2)Cc2ccc(C(=O)O)cc2)cc1C
-1.8% | COC(=O)c1sc(S(=O)(=O)Nc2ccc(Br)cc2)c(C(=O)OC)c1C
8.1% | O=C(Nc1ccc(S(=O)(=O)Nc2ncccn2)cc1)C1COc2ccccc2O1 (stereo not drawn)
1.0% | COC(=O)COC(=O)c1ccccc1NC(=O)c1ccccc1
? | COc1ccc(NS(=O)(=O)c2ccc(O)c(C(=O)OCC(=O)NC3CCCCC3)c2)cc1
-0.6% | COc1ccccc1/C=N/NC(=O)C1=NNC(c2ccccc2)(c2ccccc2)C1
-6.7% | CN(CC(=O)Nc1cccc([N+](=O)[O-])c1)S(=O)(=O)c1ccccc1
-0.5% | O=C(CNC(=S)NC(=O)C1CCCCC1)c1ccccc1
10.7%[57.5 µM] | Cc1ccccc1-n1c2nc(=O)n(C)c(=O)c-2cc2ccccc21
-9.6% | Cc1ccc(C(=O)N2CCN(c3ccccc3Cl)CC2)cc1[N+](=O)[O-]
1.5% | O=C(NC1CCCC1)c1cccc(Oc2ccccc2)c1
-0.9% | Cc1sc2ncn(CC(=O)N3CCCCC3)c(=O)c2c1C
-1.1%[57.5 µM] | O=C(SCC(O)C(O)CS)c1cccs1 (stereo not drawn)
-10.2% | O=C(NCc1cccnc1)/C(=C/c1ccccc1)NC(=O)c1ccccc1

# Source: PubChem (National Center for Advancing Translational Sciences (NCATS))

# Not all compounds are listed (hit frequency here may not be typical).
